Screening results: PubChem BioAssay, National Center for Advancing Translational Sciences (NCATS)
RXFP1 agonist: agonists of human relaxin receptor RXFP1; Q9HBX9; HEK293T-RXFP1 cAMP TR-FRET, 30 min; response scale: percent of porcine relaxin response, buffer zero; Potency, µM (titrated, usually from 57.5 µM), inactives show at the highest dose activation, usual class: activators; 370,000 compounds, 0.3% hits; note: potency is the fitted concentration of half-maximal effect; % is set by controls: 0 for no effect and ±100 for the full control effect; nearly all actives have a fitted effect of over 60% in size; many of its hits are not listed in these tables
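Agonist response is measured as cAMP accumulation in an RXFP1-transfected HEK293T line under PDE4 inhibition. Values are scaled between buffer-only and 29 nM porcine relaxin, and EC50s come from standard Hill equation fits.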
Glioma ERSR ind: induces the endoplasmic reticulum stress response in human glioma cells; U87-MG GRP78 promoter luciferase reporter, 16 h; Potency, µM, for the others: at the top dose activation, most hits filed as activators; 420,000 compounds, 0.02% hits; note: potency is the fitted concentration of half-maximal effect; series mostly up to about 76 µM; % of control where 0% means no effect; nearly all actives have a fitted effect of over 35% in size
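ERSR induction read as luciferase luminescence (Bright-Glo, 10 min at room temperature) in stably transfected human U87-MG glioma cells exposed to compounds for 16 h, using GRP78 as sensor.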
D2 potentiator: positively modulates the human D2 dopamine receptor allosterically | AID 485347 | potentiation, % at 10 µM | 340,000 compounds, 0.34% hits | HEK293 T-REx D2, calcium flux, EC20 dopamine potentiation;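 active = potentiation over 3 SD above the plate norm, cut at about 30% in these data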; note: 0% is about no effect
Target sequence (P14416 whole entry, looked up): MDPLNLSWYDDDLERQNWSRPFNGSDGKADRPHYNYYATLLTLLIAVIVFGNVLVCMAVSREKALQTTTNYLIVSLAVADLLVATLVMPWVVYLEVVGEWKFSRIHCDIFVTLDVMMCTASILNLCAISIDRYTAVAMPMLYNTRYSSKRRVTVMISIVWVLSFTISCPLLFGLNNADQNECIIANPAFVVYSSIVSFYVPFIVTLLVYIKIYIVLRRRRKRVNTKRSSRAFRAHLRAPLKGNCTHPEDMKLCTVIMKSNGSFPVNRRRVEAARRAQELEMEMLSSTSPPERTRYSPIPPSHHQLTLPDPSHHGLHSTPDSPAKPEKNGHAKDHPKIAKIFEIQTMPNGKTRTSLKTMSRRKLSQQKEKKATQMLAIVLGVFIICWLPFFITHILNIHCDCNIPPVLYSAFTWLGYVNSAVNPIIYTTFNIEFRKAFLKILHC
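Potentiation of an EC20 dopamine calcium response measured kinetically over 180 s, after a preceding 180 s compound-only read flagging agonists. Cells: inducible Hek293 Trex D2 line, 4000/well, cultured overnight at 30 C before dye loading.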
D1 ag: activates the human D1 dopamine receptor | HEK293 T-REx D1 cells, calcium flux, agonist mode | 360,000 compounds, 1% hits | AID 504660 | activation, % at 2 µM; in the data active = activation above about 30%; note: 0% is about no effect
Target sequence (P21728 whole entry, looked up): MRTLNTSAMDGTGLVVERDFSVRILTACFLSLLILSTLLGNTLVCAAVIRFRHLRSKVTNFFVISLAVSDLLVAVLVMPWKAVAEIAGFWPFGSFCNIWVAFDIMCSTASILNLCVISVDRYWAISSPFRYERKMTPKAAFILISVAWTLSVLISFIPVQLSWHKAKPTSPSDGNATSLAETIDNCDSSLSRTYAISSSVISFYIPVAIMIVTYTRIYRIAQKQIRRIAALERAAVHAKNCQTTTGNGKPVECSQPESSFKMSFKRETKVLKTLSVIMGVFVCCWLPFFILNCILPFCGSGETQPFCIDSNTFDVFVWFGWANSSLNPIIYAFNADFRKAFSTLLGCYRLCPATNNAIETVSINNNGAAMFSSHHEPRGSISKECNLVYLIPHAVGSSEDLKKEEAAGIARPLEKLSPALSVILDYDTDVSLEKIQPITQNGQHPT
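Agonism was scored from calcium flux recorded over 180 s (1 read/s) after pintool compound addition, following a 10-cycle baseline. Cells were inducible force-coupled HEK293 TREx D1, plated overnight at 30 C and loaded with no-wash calcium dye.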
D1 PAM: enhances dopamine response at the human D1 receptor | AID 504651 | P21728 | 360,000 compounds, 0.036% hits | potentiation, % at 10 µM | HEK293 TREx D1 cells, calcium flux, dopamine EC20 potentiation; in the data active = potentiation above about 30%; note: 0% is about no effect
Vif-A3F inh: blocks the Vif interaction with APOBEC3F. 390,000 compounds, 0.2% hits. AID 602313. Potency, µM (doses to about 46.1 µM), for the others: at the top dose activity, negative = active. HeLa A3F-eYFP + Vif (tagged APOBEC3F with the HIV-1 protein that degrades it), YFP fluorescence increase; note: potency is the fitted concentration of half-maximal effect; % of control where 0% means no effect; nearly all actives have a fitted effect of over 65% in size
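HeLa cells stably expressing A3F-eYFP plus Vif, plated and incubated overnight at 37 deg C, then exposed to compounds overnight at 37 deg C. Blocked degradation read as raised yellow fluorescence (Ex 488/Em 500-530).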
Vif-APOBEC3G blk: inhibitors of Vif-APOBEC3G interaction. Potency, µM (top dose mostly 46.1 µM), without a hit: top-dose activity, negative = active, usual class: inhibitors. HeLa A3G-eYFP + Vif (tagged APOBEC3G with the HIV-1 protein that degrades it), YFP fluorescence, overnight. 410,000 compounds, 0.076% hits. AID 602310;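 note: potency is the fitted concentration of half-maximal effect; % is set by controls: 0 for no effect and ±100 for the full control effect; nearly all actives have a fitted effect of over 60% in size; hits raise eYFP signal because A3G escapes Vif-driven loss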
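Read-out is eYFP fluorescence (Ex 488/Em 500-530) from Vif-expressing HeLa A3G-eYFP cells; more signal means A3G escaped Vif-mediated degradation. Cells plated overnight, compound pinned in, incubated overnight at 37 deg C.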
LDHA block: inhibitors of human lactate dehydrogenase A; P00338; purified LDHA, NADH/diaphorase-resazurin fluorescence; active compounds read low; activity change, % (values are at about 110 or 230 µM); 480,000 compounds, 0.15% hits; AID 1347041; in the data active = activity change below about -30%; inconclusive = mostly about -25% to -30%;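 note: plate controls were DMSO wells for no effect and wells without enzyme for full effect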
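Resorufin fluorescence (ex540/em590), read at 0 and 20 min after diaphorase/resazurin addition, reports the NADH left after a 5 min room-temperature reaction of 2 nM human LDH5 with 0.06 mM NADH and 0.2 mM pyruvate.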
D1 antagonist: human D1 dopamine receptor antagonism; HEK293 TREx D1 cells, calcium flux, dopamine EC80; active compounds read low; activity change, negative = inhibition, % at 10 µM; 360,000 compounds, 3.2% hits; AID 504652; in the data active = activity change below about -30%; note: % is set by controls: 0 for no effect and ±100 for the full control effect
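Tetracycline-induced HEK293 Trex D1 cells, force-coupled to calcium, dye-loaded; compounds added and read 180 s, then EC80 dopamine added and calcium flux tracked kinetically another 180 s.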
* marks the source's active call; other numbers are inactive results; ? = inconclusive; / = not tested or not shown; & = joins results of further samples. Unless noted, calls come from the whole dose curve; as a rule, active = well fitted curve in the direction sought with a large enough effect; inconclusive = small, poorly fitted or top-dose-only effect, or another doubt; inactive = no such curve, though single readings can be large; an effect the other way counts as inactive or inconclusive. Some of the compounds tested; count on the stated rates, not on these rows.

SMILES	RXFP1 agonist	Glioma ERSR ind	D2 potentiator	D1 ag	D1 PAM	Vif-A3F inh	Vif-APOBEC3G blk	LDHA block	D1 antagonist
COc1ccccc1C1C([N+](=O)[O-])=C(N)Oc2c1c(=O)oc1ccccc21 (stereo not drawn)	-5.2%	-4.0%	-1.9	1.4	4.2	8.8%	3.7%	5.2	-1.3
O=C1C2CCCN2C(c2cccnc2)N1c1ccc(Cl)c(Cl)c1 (stereo not drawn)	3.1%	-4.8%	-2.5	2.5	-3.9	-0.7%	-0.1%	2.9	-0.8
CN1C(=O)CC(c2ccccc2)Nc2ccccc21 (stereo not drawn)	-0.6%	-0.5%	-0.7	1.6	-5.3	-8.0%	0.1%	2.0	-4.5
O=C(c1ccccc1)C1NC1c1ccccc1 (stereo not drawn)	1.2%	6.4%	-0.1	1.2	-1.9	11.1%	-3.4%	0.4	-17.1
COc1ccc(-n2nc(C(=O)NCC(=O)N3CCC4(CC3)OCCO4)c3ccccc3c2=O)c(OC)c1	27.2%	-2.3%	0.1	-2.2	-5.5	3.2%	-0.5%	1.5	6.6
CCOC(=O)c1cccc([P+](=O)O)c1	1.7%	-1.8%	-4.3	-1.3	-4.3	-8.6%	2.8%	-1.1	13.2
O=C(c1cc(-c2ccncc2)nc2ccccc12)N1CCC2(CC1)OCCO2	3.6%	-2.6%	-5.3	0.1	0.9	-2.7%	1.0%	-2.8	-0.7
Cc1c2cnn(CC(=O)N3CCC4(CC3)OCCO4)c(=O)c2c(C)n1Cc1ccc(F)cc1	0.1%	1.4%	6.6	3.8	1.1	-13.9%	-27.4%	-1.1	8.5
Cc1ccc(-n2c(O)c(C=Nc3ccc(S(=O)(=O)N(C)C)cc3)c(=O)[nH]c2=O)cc1	0.1%	-3.7%	4.4	0.7	5.0	-6.6%	0.4%	-2.1	-8.6
Nc1c(Br)cc2c3c(cccc13)-c1ccccc1-2	/	-0.2%	/	/	/	11.2µM*	?	25.6	/
COC(=O)C1=C(c2ccc(Cl)c(C(F)(F)F)c2)C[C@@H]2CC[C@H]1N2C	-0.2%	-1.7%	-12.5	3.1	0.1	-0.8%	2.6%	-4.5	3.0
O=C1CC(c2cccnc2)=NN1c1ccccc1	-0.6%	-2.1%	2.5	-0.2	-1.4	1.3%	-1.5%	-4.3	8.0
O=C(O)CCC(=O)NNC(=O)COc1ccc2ccccc2c1Br	?	-0.2%	-6.7	0.6	-1.4	6.5%	3.2%	-7.6	3.8
CCOP(=O)(OCC)C(NC(C)=O)C(Cl)(Cl)Cl (stereo not drawn)	0.6%	-5.8%	0.4	1.7	8.2	-5.6%	0.6%	-8.3	-8.3
Cn1c(O)c(C=Nc2ccc(Cl)cc2)c(=O)n(C)c1=O	4.9%	-2.2%	-5.3	2.1	-2.3	4.0%	3.0%	-13.9	5.8
O=C(O)C1C2CCC(O2)C1C(=O)NC1CCCCC1 (stereo not drawn)	4.1%	2.6%	4.8	2.8	-6.0	-8.4%	1.2%	-11.2	2.5
CCC(=NC1CC1)c1c(O)n(-c2ccc(OC)cc2)c(=O)[nH]c1=O	-1.6%	-0.1%	6.2	2.4	-5.9	-0.1%	-0.2%	-7.4	-17.6
c1ccc(NC2=NCCCS2)cc1	1.3%	-5.5%	12.3	0.9	-5.4	-8.2%	2.9%	-3.2	3.8
COC(=O)C1=C(c2ccc(F)cc2OCc2ccccc2)C[C@@H]2CC[C@H]1N2C(=O)NCc1ccc(OC)cc1	0.7%	-5.1%	-4.5	7.4	-3.8	5.4%	-0.5%	-1.8	/
Cc1ccc(Cn2cc(C=O)c3ccccc32)cc1	3.9%	2.9%	-4.7	7.7	-3.5	7.6%	-13.5%	-1.8	0.1
CC(C)OP(=O)(O)NC(=O)c1ccccc1	0.3%	0.0%	-4.7	5.8	-0.6	12.3%	5.1%	-9.5	12.5
Cc1nc2ccc(Br)cc2c(=O)n1-c1ccc([N+](=O)[O-])c(C(F)(F)F)c1	6.1%	-7.7%	7.8	-0.4	2.0	1.4%	0.1%	-7.0	5.1
CCOC(=O)Cn1c(=O)oc2cc(S(=O)(=O)NC3CCCc4ccccc43)ccc21 (stereo not drawn)	4.7%	?	8.6	6.4	-6.9	1.4%	4.5%	-0.3	-9.4
NC(N)=Nc1ccc2[nH]c3c(c2c1)C[C@@]1(O)[C@H]2Cc4ccc(O)c5c4[C@@]1(CCN2CC1CC1)C3O5 (stereo partly drawn)	/	-2.6%	/	/	/	0.0%	-0.8%	-5.9	/
CC(O)(CS(=O)(=O)c1ccccc1)C(=O)Nc1cccc(C(F)(F)F)c1 (stereo not drawn)	-0.1%	-2.4%	/	/	/	-0.9%	0.6%	3.0	/
Cc1ccccc1Cc1c(C)nc2nc(SCC(=O)N3CCC4(CC3)OCCO4)nn2c1C	2.5%	-1.6%	2.6	-0.3	-2.5	/	-6.8%	1.9	-12.4
COC(=O)C1=C(c2cccc(OC)c2OC)C[C@@H]2CC[C@H]1N2C(=O)NC1CC1	/	-0.4%	/	/	/	3.9%	0.5%	-3.4	/
CC(=O)c1cn(CCCOc2ccccc2)c2ccccc12	3.1%	-1.3%	2.4	14.1	-1.9	-6.9%	-5.4%	0.1	0.3
Cc1ccc2c(c1)CC1(CN2C)C(=O)NC(=O)N(CCC2=CCCCC2)C1=O (stereo not drawn)	-1.2%	-2.1%	1.3	4.0	-2.4	-2.3%	1.9%	6.2	-15.5
O=C(O)C1CSC(c2cccnc2)N1 (stereo not drawn)	-0.7%	0.3%	1.4	1.4	-0.7	-8.8%	0.1%	-0.1	3.8
CCn1c(O)c(C=NCCc2c[nH]c3ccccc23)c(=O)[nH]c1=O	1.1%	-3.4%	1.8	4.6	-4.1	6.8%	0.5%	6.3	5.8
CCN(CC)c1ccccc1	-0.6%	4.8%	15.7	-2.1	13.1	-0.3%	1.4%	-6.7	/
CC12CC[C@H]3[C@@H](CCC4(O)C[C@H](O)CCC34/C=N/NC(=O)c3ccccc3[N+](=O)[O-])C1(O)CCC2C1=CC(=O)OC1 (stereo partly drawn)	-0.2%	-11.6%	17.8	3.0	-2.8	-1.8%	-5.5%	-0.3	14.1
CCOC(=O)C(NC(C)=O)C(OC(C)=O)c1cccc(N(CCCl)CCCl)c1 (stereo not drawn)	-1.6%	-4.7%	/	-0.8	1.1	-0.4%	-2.2%	-1.3	4.2
CC1[C@H]2Cc3ccc(O)cc3[C@]1(C)CCN2CCc1ccccc1 (stereo partly drawn)	/	-3.3%&-5.1%	/	/	/	4.1%	0.6%	-9.1	/
C=CCn1c(O)c(C(C)=NCCN2CCOCC2)c(=O)[nH]c1=O	-1.0%	-3.5%	-4.5	1.6	4.5	-6.5%	4.3%	3.1	-18.6
CSc1ccccc1C(=O)C1CCCN(Cc2ccccn2)C1 (stereo not drawn)	2.7%	-2.8%	-20.9	2.5	-1.4	2.6%	10.4%	-4.7	-5.2
COc1ccc(C(C)=O)cc1Cc1c(O)[nH]c(=S)[nH]c1=O	0.5%	0.7%	-3.7	1.8	2.1	-14.5%	-0.6%	1.1	5.4
Cc1cccc(CN2CCCC(C(=O)c3cccc(OC(C)C)c3)C2)n1 (stereo not drawn)	1.8%	0.8%	-0.9	3.3	0.8	22.4µM*	10.9%	-2.1	-8.3
CCCNC(=O)N1[C@H]2CC[C@@H]1C(C(=O)OC)=C(c1ccc(F)cc1F)C2	-3.0%	-1.0%	13.7	1.1	8.3	-2.2%	-8.4%	-6.0	-1.2
CN1CCN(S(=O)(=O)c2cnc(Cl)c(Br)c2)CC1	-0.8%	-3.4%	5.1	2.0	0.2	-6.4%	-0.3%	-3.6	2.3
CCOc1ccc(CN(CCc2ccc3c(c2)OCO3)Cc2cccc(Br)c2)cc1	-0.3%	-3.1%	1.0	3.6	-0.6	-1.5%	-2.8%	-9.7	-12.8
CCN(CC)c1ccc(N=Cc2c(O)n(CCc3ccc(OC)c(OC)c3)c(=O)[nH]c2=O)cc1	1.0%	-3.1%	15.2	40.2*	6.8	?	-0.3%	22.7	3.0
O=c1[nH]c(=O)n(-c2cccc3ccccc23)c(O)c1C=NCc1ccc2c(c1)OCO2	-0.4%	-4.4%	/	5.8	-3.0	7.8%	0.4%	0.3	-7.7
C[N+](C)(C)CC1CCCC(C[N+](C)(C)C)C1=O (stereo not drawn)	/	-13.9%	/	/	/	5.2%	-23.6%	-41.0*	/

Entries of single compounds from above. Values in the order: RXFP1 agonist | Glioma ERSR ind | D2 potentiator | D1 ag | D1 PAM | Vif-A3F inh | Vif-APOBEC3G blk | LDHA block | D1 antagonist
Shown for CCN(CC)c1ccc(N=Cc2c(O)n(CCc3ccc(OC)c(OC)c3)c(=O)[nH]c2=O)cc1 → 1.0% | -3.1% | 15.2 | 40.2* | 6.8 | ? | -0.3% | 22.7 | 3.0
Shown for Cc1nc2ccc(Br)cc2c(=O)n1-c1ccc([N+](=O)[O-])c(C(F)(F)F)c1 → 6.1% | -7.7% | 7.8 | -0.4 | 2.0 | 1.4% | 0.1% | -7.0 | 5.1
Shown for COC(=O)C1=C(c2ccc(F)cc2OCc2ccccc2)C[C@@H]2CC[C@H]1N2C(=O)NCc1ccc(OC)cc1 → 0.7% | -5.1% | -4.5 | 7.4 | -3.8 | 5.4% | -0.5% | -1.8 | /

Next entries follow:
SMILES	RXFP1 agonist	Glioma ERSR ind	D2 potentiator	D1 ag	D1 PAM	Vif-A3F inh	Vif-APOBEC3G blk	LDHA block	D1 antagonist
O=C(CCn1c(=O)oc2ccccc21)N1CCN(c2ccccc2Cl)CC1	2.5%	-2.9%	-11.1	-0.4	-5.2	-5.4%	?	-0.8	3.1
Cn1c(N)c(C(=O)COC(=O)Cc2ccccc2)c(=O)n(C)c1=O	/	-3.9%	/	/	/	-5.1%	-0.4%	-4.4	/
CN1CC(C(=O)c2ccc(Cl)cc2)C(c2ccccc2)C1 (stereo not drawn)	2.0%	5.5%	-33.0	2.9	5.6	-4.7%	0.1%	-8.2	7.2
CC(=NCCCN1CCOCC1)c1c(O)n(Cc2ccccc2)c(=O)[nH]c1=O	0.1%	-6.3%	5.4	-0.8	-0.5	-0.3%	1.3%	-8.5	7.4
